# Screening data (PubChem)
# ATXN2 expr inh = Primary qHTS for Inhibitors of ATXN expression; HEK-293 ATXN2-luciferase reporter, luminescence, 24 h; Potency, µM (series often up to 57 µM), for inactives: at the highest dose activity change, negative = inhibition, actives largely listed as inhibitors; 360,000 compounds, 0.72% hits; also: potency is read from the fitted curve at half-maximal effect; % is scaled to controls: 0 for no effect and ±100 for the full control effect; nearly all actives have a fitted effect of over 55% in size
#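 ATXN2-luciferase reporter cells (luciferase flanked by upstream and downstream ATXN2 gene portions) were treated 24 h at 37 °C with compounds at up to 57 uM. SteadyGlo luminescence gave expression; GF-AFC fluorescence gave viability.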
# IL2 activator = qHTS of IL-2 Activators; activation, % (series mostly up to about 46 µM); IL-2 activation reporter assay, cell-based qHTS; stimulated with anti-CD3/CD4/CD28 beads; in transgenic mouse T cells; 360,000 compounds, 0.065% hits; in the data active = activation above about 50%; inconclusive = mostly about 30% to 49%; also: 0% is about no effect
#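 Using fluorescent plate cytometry, EGFP and DsRed are detected in transgenic mouse T cells stimulated 18 h at 37 degrees C with antibody-coated beads after 60 min compound pretreatment.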
# HepG2 tox = qHTS for Inhibitors of TGF-b: Cytotox Counterscreen | HepG2 CAGA-GFP viability, ATP luminescence, 18 h | Potency, µM (series often up to 46.1 µM), without a hit: top-dose activity change, negative = cytotoxicity, hits mostly cytotoxic | 410,000 compounds, 0.76% hits; also: potency is read from the fitted curve at half-maximal effect; some results filed as inactive show a strong effect at the top dose
#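 CellTiter-Glo luminescence gave cytotoxicity after 18 hours at 37 degrees C. The cells were HepG2 CAGA-GFP in 1% FBS DMEM, stimulated with 500 pg/mL TGF-beta after compound addition. %Activity was normalised to no-cell wells (complete cell-killing) and DMSO (no toxicity), and curves were fitted and classified.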
# TGFb SMAD3 inh = qHTS for Inhibitors of TGF-b | HepG2 CAGA-GFP TGF-b/SMAD3 reporter, GFP fluorescence, 18 h; TGF-beta stimulated, 500 pg/mL final | Potency, µM (titrated, usually from 46.1 µM), for the others: at the highest dose activity, negative = inhibition, hits mostly inhibitors | 410,000 compounds, 1.2% hits | AID 588855, 2011; also: potency is read from the fitted curve at half-maximal effect; % is scaled to controls: 0 for no effect and ±100 for the full control effect; nearly all actives have a fitted effect of over 65% in size
#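 HEPG2 CAGA-GFP, 1000 cells/well; 2 h settle, 37 C; cpd via pin tool; TGF-b 500 pg/mL final; 18 h, 37 C; GFP imaging ex488/em500-530; %Activity normalised to -TGF-b and +DMSO controls; CRC fit, curve class.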
# A549 tox = Nrf2 qHTS screen for inhibitors: counterscreen for cytotoxicity. A549 ARE-Fluc cells, CellTiter-Fluor viability, 18-24 h. Potency, µM (series often up to 46 µM), for the others: top-dose activity change, negative = cytotoxicity, usual class: inhibitors. 390,000 compounds, 0.16% hits. AID 504648, 2011; also: potency is read from the fitted curve at half-maximal effect; % is scaled to controls: 0 for no effect and ±100 for the full control effect
#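 Cytotoxicity counterscreen: CellTiter-Fluor fluorescence was measured in A549 ARE_Fluc cells after 18-24 h of compound exposure in a concentration series. The subsequent BugLite luminescent read reports ARE-luciferase activity.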
# ATXN viability = Viability Counterscreen for Primary qHTS for Inhibitors of ATXN expression. S2 cells (HEK-293 line with an ATXN2-luciferase reporter) viability, CellTiter-Fluor protease fluorescence, 24 h. 400,000 compounds, 0.49% hits. Potency, µM (series often up to 56.7 µM), actives largely listed as cytotoxic; also: potency is read from the fitted curve at half-maximal effect; nearly all actives have a fitted effect of over 40% in size
# Nrf2 ARE act = qHTS of Nrf2 Activators; AREc32 ARE-luciferase reporter (MCF7-derived line), luminescence, 24 h; Potency, µM (series often up to 46.1 µM), for inactives: at the top dose activation, hits mostly activators; 410,000 compounds, 0.31% hits; AID 624171, 2012; also: potency is read from the fitted curve at half-maximal effect; % of control where 0% means no effect; nearly all actives have a fitted effect of over 65% in size
#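 AREc32 cells carrying an ARE-driven firefly luciferase reporter were seeded at 1000 cells/well in OPTI-MEM with 5% FBS, then exposed to compound for 24 hr at 37 deg C. Luminescence was read with Steady-Glo after 30 min at RT.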
# Nrf2 block = Nrf2 qHTS screen for inhibitors; A549 ARE-Fluc reporter, luciferase luminescence, 18-24 h; Potency, µM (series often up to 46 µM), for inactives: top-dose activity change, negative = inhibition, hits mostly inhibitors; 360,000 compounds, 2.1% hits; also: potency is read from the fitted curve at half-maximal effect; % is scaled to controls: 0 for no effect and ±100 for the full control effect; nearly all actives have a fitted effect of over 60% in size
#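 Two sequential reads on A549 ARE_Fluc cells exposed to compound for 18-24 h: a CellTiter-Fluor fluorescence read for viability, then a luciferase luminescence read for Nrf2/ARE activity.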
# EPAC2 agonist = qHTS for Agonist of cAMP-regulated guanine nucleotide exchange factor 4 (EPAC2): primary screen. Rap guanine nucleotide exchange factor 4 (Homo sapiens), Q8WZA2. EPAC2 activation, biochemical qHTS; response scale: 100% = 6.5 mM cAMP response. Potency, µM (top dose mostly 154 µM), inactives show at the top dose activation, most hits filed as activators. 360,000 compounds, 0.079% hits. AID 720711, 2013; also: potency is read from the fitted curve at half-maximal effect; nearly all actives have a fitted effect of over 50% in size
# Target sequence (Q8WZA2 whole entry, looked up): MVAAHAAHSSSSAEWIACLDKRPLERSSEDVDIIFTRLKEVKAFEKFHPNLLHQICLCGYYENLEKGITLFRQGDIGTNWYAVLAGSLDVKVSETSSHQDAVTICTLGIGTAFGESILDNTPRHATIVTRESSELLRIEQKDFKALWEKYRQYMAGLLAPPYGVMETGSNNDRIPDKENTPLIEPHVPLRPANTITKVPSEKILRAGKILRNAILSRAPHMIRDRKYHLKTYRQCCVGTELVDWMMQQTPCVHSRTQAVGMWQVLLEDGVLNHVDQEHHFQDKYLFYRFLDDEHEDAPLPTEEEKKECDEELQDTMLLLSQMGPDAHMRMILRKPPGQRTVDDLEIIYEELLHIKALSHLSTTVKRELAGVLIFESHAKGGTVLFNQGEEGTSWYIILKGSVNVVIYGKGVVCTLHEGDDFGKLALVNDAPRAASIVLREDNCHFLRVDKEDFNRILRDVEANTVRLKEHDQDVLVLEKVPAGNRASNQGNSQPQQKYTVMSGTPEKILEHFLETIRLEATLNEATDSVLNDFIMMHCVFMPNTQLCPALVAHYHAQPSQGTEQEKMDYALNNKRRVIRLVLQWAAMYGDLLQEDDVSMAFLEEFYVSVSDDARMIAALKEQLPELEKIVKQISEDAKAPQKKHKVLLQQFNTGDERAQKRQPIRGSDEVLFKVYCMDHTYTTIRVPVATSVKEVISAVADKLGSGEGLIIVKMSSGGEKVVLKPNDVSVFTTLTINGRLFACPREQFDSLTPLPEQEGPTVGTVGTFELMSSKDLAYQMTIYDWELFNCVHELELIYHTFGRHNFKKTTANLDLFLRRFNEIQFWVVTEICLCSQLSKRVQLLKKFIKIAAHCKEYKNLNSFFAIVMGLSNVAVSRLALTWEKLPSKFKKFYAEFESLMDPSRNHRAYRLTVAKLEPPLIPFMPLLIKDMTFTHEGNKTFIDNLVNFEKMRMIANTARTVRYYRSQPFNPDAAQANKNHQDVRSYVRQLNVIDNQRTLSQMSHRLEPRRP
#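 Setup: EPAC2 100 nM, labeled Rap1B complex 250 nM, free GDP 50 uM. Compound titrations pinned in, brief spin, 5 min room temperature incubation. Kinetic fluorescence read over 30 min, normalized to 6.5 mM cAMP.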
# * hit, by the source's call; i = inactive; ? = inconclusive; · = not tested or not shown; & = joins results of further samples; [ ] = remark or other dose. Unless noted, calls follow the shape of the dose curve; as a rule, active = well fitted curve in the direction sought with a large enough effect; inconclusive = small, poorly fitted or top-dose-only effect, or another doubt; inactive = no such curve, though single readings can be large; an effect the other way counts as inactive or inconclusive.
Compound	Nrf2 block	HepG2 tox	ATXN viability	Nrf2 ARE act	IL2 activator	EPAC2 agonist	TGFb SMAD3 inh	A549 tox	ATXN2 expr inh
O=S(=O)(NCC(c1cccnc1)N1CCN(c2ccc(F)cc2)CC1)c1ccccc1 (stereo not given)	?	-1%	i	-0.9%	0.1	5%	0%	1%	-12%
CCOc1ccc(NC(=O)c2c(O)[nH]c(=O)[nH]c2=O)cc1	18%	-15%	i	-0.7%	-0.3	-7%	?	0%	7%
O=C(c1cc(-c2ccccc2)nc2ccccc12)N1CCC2(CC1)OCCO2	·	-4%	i	0.1%	-2.7	3%	-16%	0%	15%
CN1C(CC(=O)c2ccccc2)CCCC1CC(O)c1ccccc1 (stereo not given)	2%&-2%	-30%&-3%	i	0.1%	0.0	11%	-4%&5%	2%&4%	-21%
NC(=O)c1cc(N2CC2)c([N+](=O)[O-])cc1[N+](=O)[O-]	13µM*	2%	i	1.3%	-0.7	1%	8%	?	19%
CCOP(=O)(CN(CC)CCNP(=O)(OCC)OCC)OCC	·	-12%	i	-0.4%	0.1	-2%	?	-3%	101%[activator]
O=C1c2cccc3cccc(c23)C(=O)N1/N=C/c1c(O)n(-c2ccccc2)c(=O)[nH]c1=O	4%	-10%	i	4.5%	-1.1	8%	5%	3%	6%
C[N+]1(C)C2CC[C@H]1CC(OC(=O)C(CO)c1ccccc1)C2 (stereo not given in full)	9%	-1%	i	-0.8%	0.3	-3%	-17%	3%	-9%
O=c1[nH]c(=O)n(C2CCCCC2)c(O)c1/C=N/N1CCCCC1c1cccnc1 (stereo not given)	-11%	0%	i	-0.5%	1.0	-1%	5%	-1%	-4%
Cn1c(=O)oc2cc(S(=O)(=O)N3CCC(C(=O)Nc4ccc(OC(F)(F)F)cc4)CC3)ccc21	-19%	-44%	i	-0.1%	-1.9	-3%	-1%	-2%	-11%
C[C@]12CCC(=O)C=C1CC[C@@H]1C2CC[C@]2(C)C(=O)CCC12 (stereo not given in full)	-9%	-16%	?	0.3%	-0.4	2%	25%	0%	·
NN=C(N)N	17%	-50%	i	0.3%	0.9	9%	20%	1%	-6%&9%
CCOC(=O)C(O)(c1ccc(NC(=O)c2ccc(Cl)c(Cl)c2)cc1)C(F)(F)F (stereo not given)	?	-75%	?	8.1%	2.4	5%	?	3%	·
CCC12CN3CCN(CC(C3)/C1=N/NC(=O)c1ccncc1)C2	6%	8%	i	-0.7%	0.0	-1%	1.1µM*	4%	-11%
CN1C(=O)N(C)C(=O)C2(Cc3ccccc3N3CCOCC32)C1=O (stereo not given)	-11%	-4%	i	-0.1%	-1.3	6%	-15%	-6%	?
CC(O)C1C=CC=CC(=O)OC2CC3OC4C5OC5(C)C(O)CC4(COC(=O)C(O)C(C)CCO1)C2(C)C31CO1 (stereo not given)	0.26µM*	4%	?	-2.2%	-5.7	1%	0.45µM*	·	?
c1cncc(C2Nc3cccc4cccc(c34)N2)c1	15%	-2%	i	?	-2.1	-1%	41%[activator]	-1%	-20%
CCOC(=O)C1(CCc2ccccc2)CCN(CC(O)CO)CC1 (stereo not given)	-8%	6%	i	0.4%	-0.6	0%	41%	2%	·
Cc1c2cnn(CC(=O)N3CCC4(CC3)OCCO4)c(=O)c2c(C)n1Cc1ccccc1F	5%	-21%	i	-0.4%	1.7	8%	-15%	-4%	-2%
CC(=O)OC(C)(C)/C=C/C(=O)C(C)(O)C1C(O)CC2(C)C3CC=C4C(CC(O)C(=O)C4(C)C)C3(C)C(=O)CC12C (stereo not given)	?	17%	·	-1.3%	-7.3	-10%	?	2.9µM*	?
O=C1NCc2c1c1c3ccccc3[nH]c1c1[nH]c3ccccc3c21	?	13µM*	·	·	·	·	?	-21%	·
CCc1nc2ccccc2c(=O)n1-c1ccccc1[N+](=O)[O-]	18%	-6%	?	0.3%	-0.4	-8%	3%	-4%	-20%
O=[N+]([O-])[N-][n+]1cnn(Cc2ccc(Cl)cc2)c1	-8%	-17%	i	-0.7%	1.1	12%	-6%	7%	-8%
Cn1c(=O)cc(OCC(=O)N2CCN(Cc3ccc4c(c3)OCO4)CC2)c2ccccc21	-13%	-15%	i	3.3%	-0.7	-2%	0%	-3%	24%
C(#CCN1CCOCC1)COC/C=C/c1ccccc1	-6%	11%	i	2.9%	2.4	6%	-5%	1%	14%
CC(=O)OC1CC(OC2C(O)CC(OC3C(O)CC(OC4CCC5(C)C(CCC6C5CCC5(C)C(C7=CC(=O)OC7)C(O)CC65O)C4)OC3C)OC2C)OC(C)C1OC1OC(CO)C(O)C(O)C1O (stereo not given)	0.33µM*	-67%	i	-2.5%	-1.2	8%	2µM*	?	-80%
CC1(C)CC(n2[nH]c(=O)c3c2NC(=O)CSC3c2ccc(F)cc2)CCO1 (stereo not given)	-14%	2%	?	0.3%	-0.5	-12%	1%	-6%	0%
COc1cc(CN2CCCC(C(=O)c3sccc3C)C2)cc(OC)c1O (stereo not given)	-3%	14%	i	0.1%	2.9	-2%	-3%	0%	·
CCOP(=O)(OCC)C(NC(C)=O)C(Cl)(Cl)Cl (stereo not given)	-18%	7%	i	-0.4%	-0.7	7%	-8%	1%	-8%
COC(=O)C1=C(c2ccc(-c3ccccc3)c(F)c2)C[C@@H]2CC[C@H]1N2C(=O)N1CCc2cc(OC)c(OC)cc2C1	16µM*	-13%	?	3.1%	-0.3	8%	-28%	-14%	?
CCC1(CC(C)C)C(=O)NC(=S)NC1=O	18%	3%	i	-0.7%	-3.3	3%	-17%	-1%	5%
Cc1cccc(CN2CCCC(C(=O)c3ccc4c(c3)OCO4)C2)n1 (stereo not given)	-1%	-11%	i	0.7%	-0.6	3%	-17%	8%	19%
c1ccc(N2CCN(c3ncnc4c3nc3n4CCCC3)CC2)cc1	23µM*	-3%	·	-0.3%	·	·	-18%	-13%	·
O=C1NC(=O)N(Cc2ccco2)C(=O)/C1=C\c1cccn1CCOc1ccccc1	-13%	-5%	?	-1.3%	0.0	0%	-14%	1%	1%
CC(=O)N1Cc2cnnn2-c2ccccc2C1(C#N)Cc1ccccc1 (stereo not given)	9%	-3%	i	-0.2%	1.1	3%	-28%	5%	11%
COc1cc(NC(=O)c2cc3cc4ccc(C)cc4nc3o2)cc(OC)c1OC	?	-16%	?	-0.7%	·	·	-27%	-4%	?
CCN(CC)S(=O)(=O)c1ccc(C)c(NCC(=O)Nc2ccc(C#N)c(Cl)c2)c1	?	-21%	i	3.1%	-5.1	2%	?	?	-10%
Cc1cccc(-n2c(/C=C\c3cccc(Br)c3)nc3ccccc3c2=O)c1	·	-13%	·	1.6%	·	·	-28%	12%	·
CC(=O)N1CN2CN(C(C)=O)CC(C(=O)c3ccccc3)(C2)C1	14%	-5%	i	-0.4%	1.6	2%	1%	4%	7%
O=C1NC(=O)N(CCc2ccc(F)cc2)C(=O)/C1=C/c1cccs1	5%	-18%	?	-0.2%	1.0	4%	5%	-16%	?
Cc1ccc2c(c1)CC1(CN2C)C(=O)NC(=O)N(CCc2ccccc2)C1=O (stereo not given)	-9%	-7%	·	-0.1%	0.5	14%	1%	-6%	·
COCCOC(=O)c1c(C)oc2ccc(OC(=O)N(C)C)cc12	11%	-4%	?	-0.7%	-1.8	-8%	-6%	-11%	-27%
CCOC(=O)[C@]12Cc3ccc4ccccc4c3[C@H]1N(Cc1ccccc1)C(=O)c1ccccc12	·	·	i	18%	-0.5	5%	·	·	11%
COC(=O)C1=C(c2cccc(C#N)c2)C[C@@H]2CC[C@H]1N2C(=O)NCc1ccco1	-3%	-18%	i	0.0%	-0.2	12%	?	-1%	2%
CCOC(=O)c1cccc(C2=C(CNC(=O)c3cccnc3)[C@H]3CC[C@@H](C2)N3Cc2ccccc2)c1	·	-30%	?	-0.1%	-1.1	9%	-2%	·	-16%
COC(=O)C1=C(C(=O)OC)C2c3ccccc3C1c1ccccc12	-5%	-3%	i	5.0%	-3.4	6%	-9%	2%	7%
O=P(NCc1ccccc1)(Oc1ccccc1)Oc1ccccc1	?	-13%	i	-0.3%	0.0	9%	-7%	3%	-8%
FC(F)(F)c1ccccc1CNCCc1c[nH]c2ccccc12	5%	-55%	i	-0.2%	2.1	-5%	-18%	0%	·
Cc1ccsc1C(=O)C1CCCN(Cc2cnc(N3CCCC3)s2)C1 (stereo not given)	-13%	-26%	i	9.8%	-3.2	8%	-29%	2%	-37%

# These rows are one share of the data; count on the stated rates, not on these rows.
